Rat MKP-3 inhibitors: inhibition of rat DUSP6 enzyme activity – biochemical, in vitro, primary screen (AID 425); recombinant MKP-3 phosphatase activity, fluorescence; higher % means a stronger effect; inhibition, % at 20 µM; hits with a dose series show IC50 in µM; 0.17% of 110,000 active; in the data active means inhibition above about 50%;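 further: plate controls were vehicle for no effect and reference inhibitor for full effect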
Hsp70 inhibitors: small molecules displacing fluorescent ligand from Hsp70 – biochemical, fluorescence polarization, primary screen (AID 583). Hsp70 fluorescence polarization probe displacement, mP; higher % means a stronger effect. displacement, % at 20 µM; hits with a dose series show IC50 in µM. 0.06% of 140,000 active; in the data active means displacement above about 50%;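 further: plate controls were vehicle for no effect and reference ligand for full effect; a part of the inactive calls stands beside numbers as strong as those of hits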
* hit, by the source's call; . = no result given; & = joins results of further samples. Only part of the results is shown; count on the stated rates, not on these rows.

Screens in order: Rat MKP-3 inhibitors | Hsp70 inhibitors
> O=C(Oc1ccccc1C(=S)N1CCOCC1)c1cccc([N+](=O)[O-])c1
→ 4% | -3.4%
> CCn1c(SCc2ccc(OC)cc2)nnc1-c1ccncc1
→ -10% | 3.2%
> CCN(CC)C(=O)CSc1nsc(SCC(=O)N(CC)CC)c1C#N
→ -7% | 2.4%
> O=C(NCc1cccs1)C1CC(=O)N(C2CCCC2)C1 (configuration not stated)
→ -14% | -3.1%
> CCOCCCn1c(=S)[nH]c2cc(C(=O)N3CCOCC3)ccc2c1=O
→ 6% | -4.2%
> CC1CCCCC1NC(=O)COc1ccc(-n2cnnn2)cc1 (configuration not stated)
→ -6% | 1.4%
> CCC(=O)c1ccc(N2CCN(C(=O)c3cccc(F)c3)CC2)c(F)c1
→ 2% | 0.0%
> CC1CN(CC(=O)c2c(N)n(Cc3ccccc3)c(=O)n(C)c2=O)CC(C)O1 (configuration not stated)
→ . | -0.4%
> CCOC(=O)c1cc2c(=O)n3ccccc3nc2n(Cc2ccco2)c1=NC(=O)c1cccnc1
→ 5% | 3.7%
> Cc1ccc(/C=c2/sc3nnc(-c4ccccc4Cl)n3c2=O)o1
→ -4% | 5.3%
> Cc1cc(/C([O-])=C(/C(=S)Nc2ccc(F)cc2)[n+]2ccccc2)c(C)n1-c1ccc(F)cc1
→ . | 0.9%
> COCCOC(=O)c1ccc(NC(=O)c2ccc(-c3ccccc3)cc2)cc1
→ 4% | 1.4%
> O=C(CCc1ccccc1)Nc1ccc(Cl)cc1C(F)(F)F
→ 1% | -2.4%
> Cc1nnc(NC(=O)c2oc3c(ccc4ccccc43)c2C)s1
→ . | -4.0%
> COc1cccc(OC)c1C(=O)N1CCN(S(=O)(=O)c2ccccc2)CC1
→ -11% | 5.1%
> COc1ccc(CN2CCN(C(=O)CC(C)C)CC2)c(OC)c1OC
→ -4%&1% | 1.0%&0.7%
> COCCOC(=O)c1ccc(NC(=O)c2ccc(OC)cc2)cc1
→ 5% | -3.7%
> COc1ccc(Br)cc1CN1CCN(S(=O)(=O)c2ccccc2)CC1
→ 4% | -1.9%
> O=C(CSc1nccn1Cc1ccccc1)c1ccc([N+](=O)[O-])cc1
→ -1% | 0.9%
> Cc1nn(-c2nc3ccccc3s2)c(C)c1Oc1ccccc1O
→ -6%&2% | 2.0%&-4.0%

One compound at a time, as listed above. Order of values: Rat MKP-3 inhibitors, Hsp70 inhibitors
CCOCCCn1c(=S)[nH]c2cc(C(=O)N3CCOCC3)ccc2c1=O in the list: 6%, -4.2%
COc1ccc(Br)cc1CN1CCN(S(=O)(=O)c2ccccc2)CC1 in the list: 4%, -1.9%
CC1CN(CC(=O)c2c(N)n(Cc3ccccc3)c(=O)n(C)c2=O)CC(C)O1 (configuration not stated) in the list: ., -0.4%
COc1cccc(OC)c1C(=O)N1CCN(S(=O)(=O)c2ccccc2)CC1 in the list: -11%, 5.1%
COc1ccc(CN2CCN(C(=O)CC(C)C)CC2)c(OC)c1OC in the list: -4%&1%, 1.0%&0.7%

(more compounds)
Screens in order: Rat MKP-3 inhibitors | Hsp70 inhibitors
> O=C(NC1CCCC1)c1ccc(CN2CCOCC2)cc1
→ . | 7.4%
> COc1ccc(C(C)(C)C)cc1NC(=O)c1c(C)noc1C
→ -6% | -2.7%
> O=C(CCCN1C(=O)c2ccccc2C1=O)Nc1sc2c(c1C(=O)NCc1ccco1)CCC2
→ -2% | -3.6%
> CCOC(=O)Cc1nnc(NC(=O)Nc2ccccc2)s1
→ 2% | -0.1%
> Cc1ccc2nc(-c3cc(NC(=S)NC(=O)c4ccco4)ccc3Cl)oc2c1
→ 4% | -2.5%
> CC1(C)Cc2c(sc3ncn4nc(-c5ccncc5)nc4c23)C(C)(C)N1
→ 3% | -5.2%
> COc1ccccc1NS(=O)(=O)c1ccc(Br)cc1
→ -2% | -0.7%
> Nc1nc(SCC(=O)Nc2ccc(Br)cc2F)n[nH]1
→ -12% | 6.4%
> CC1C2C=CC(C1C(=O)N(C=O)c1cccc([N+](=O)[O-])c1)C2C1=CCCC1 (configuration not stated)
→ 3% | -0.2%
> O=C(Cn1cnc2c(nnn2Cc2ccc(F)cc2)c1=O)OCc1ccccc1
→ . | 3.3%
> CCN1CCN(c2nc(C)c3c(n2)CCCC3=O)CC1
→ . | 4.0%
> Cc1sc2c(c1C)c(=O)n(-c1cccc(C(F)(F)F)c1)c(=O)n2CC(=O)NCc1ccco1
→ . | -2.9%
> COC(=O)COc1ccc(Oc2nc(SC)nc(N(C)C)n2)nn1
→ -8% | 3.0%
> O=S(=O)(N/N=C1\CC(c2ccccc2)Oc2ccccc21)c1ccccc1 (configuration not stated)
→ . | 2.1%
> COc1ccccc1N1C(=O)NC(=O)/C(=C/c2ccc(Br)s2)C1=O
→ 1% | -3.8%
> CCCOc1ccc(Cl)cc1CN1CCOCC1
→ -3% | 3.6%
> COc1ccc(NC(=O)CSc2ncccn2)cc1
→ -3% | -4.5%
> CCCN1C(=O)C(NC(C)=O)c2cc(OC)ccc21 (configuration not stated)
→ -9% | 2.9%
> Cc1c(N=Cc2ccc(-c3ccc(Cl)cc3)o2)c(=O)n(-c2ccccc2)n1C
→ 7% | 1.3%
> O=Cc1ccc(-c2ccccc2OC(F)(F)F)o1
→ 2% | -0.3%&2.8%
> CCOC(=O)c1ccc(Oc2c(C)oc3c(CN4CCN(C)CC4)c(O)ccc3c2=O)cc1
→ 4% | -1.5%
> O=C(COc1ccc(Cl)cc1Cl)N1CCCc2ccccc21
→ 0% | -2.8%
> O=C(O)CN1C(=O)/C(=C\c2ccc(OC(=O)c3ccc(Cl)cc3Cl)cc2)SC1=S
→ 2% | -1.8%
> Cc1cccc(-n2nnc(C(=O)NC3CCCc4ccccc43)c2N)c1 (configuration not stated)
→ 8% | 0.6%
> CC(C)c1ccc(OCC(=O)NCc2ccco2)cc1
→ -11% | 1.1%
> COC(=O)C1=CNC=C(C(=O)OC)C1c1cc(OC)c(OC)c(OC)c1
→ 1% | -2.0%
> Clc1ccccc1Cn1nnc2c(N3CCCC3)ncnc21
→ -18% | -1.1%
> COc1cccc(-c2cc(C(F)(F)F)nc(-n3cccn3)n2)c1
→ . | -0.6%
> COC(=O)CCc1nc2ccccc2[nH]c1=O
→ -2% | -4.2%
> CCn1c(SCC(=O)Nc2nonc2C)nnc1-c1ccco1
→ 5% | -2.8%
> Cc1cccc2cc(CN(Cc3ccco3)C(=O)N3CCCC3)c(=O)[nH]c12
→ 4% | 0.8%
> O=C(Cc1nnc(NC(=O)c2ccco2)s1)NCc1ccccc1
→ 6% | -1.8%
> N#CCc1nnc2n1-c1ccccc1CCC2
→ -8% | -1.1%
> Cc1ccc(NNC(=O)C(O)(c2ccccc2)c2ccccc2)c(Br)c1
→ 4% | -2.6%
> CCCOc1ccc(C2NC(=O)NC(C)=C2C(=O)OCC2CCCO2)cc1 (configuration not stated)
→ -1% | 2.8%
> COc1ccc(CN2C(=O)CN=C2Nc2cccc(C)c2C)cc1
→ -3% | 1.1%
> CC#CCCC(=O)N1C=Cc2ccccc2C1C#N (configuration not stated)
→ -2% | 4.0%
> Cc1nn(S(=O)(=O)N2CCCCC2)c(C)c1Br
→ 0% | 6.8%
> CN(CC(=O)Nc1ccc2c(c1)OCCO2)S(=O)(=O)c1ccc(Br)s1
→ 2% | 9.6%
> N#Cc1c(NCCN)nc(NCc2ccccc2)c2c1CCN(Cc1ccccc1)C2
→ 0% | -4.5%
> O=C(Nc1ccc2c(c1)OCO2)c1nn2c(C(F)(F)F)cc(-c3ccco3)nc2c1Cl
→ 6% | -4.7%
> Cc1ccc(-c2cc(C(F)(F)F)n3ncc(C(=O)Nc4cccnc4)c3n2)cc1
→ 4% | -0.1%
> CC(C)(C)NC(=O)c1cc(N)cc(N)c1
→ 3% | 4.0%
> O=C(N=Nc1c(O)n(CN2CCCC2)c2ccccc12)c1ccncc1
→ 2% | 2.7%
> Cn1c(NCc2cccs2)nc2ccccc21
→ -8% | 2.4%
> CCCC(=O)Oc1ccc2c(=O)c(-c3ccccc3OC)coc2c1
→ 3% | -1.7%
> O=c1/c(=C/c2cccc([N+](=O)[O-])c2)sc2nc3cc(Br)cnc3n12
→ 2% | -3.4%
> CC1=C(C(=O)OCCc2ccccc2)C(c2ccccc2)NC(=O)N1 (configuration not stated)
→ 0% | -7.3%
> COCCN=C1NS(=O)(=O)c2ccccc21
→ -6% | 3.4%
> Cc1c(Cl)cccc1NC(=O)c1cc(C2CC2)on1
→ -2% | 2.7%

(further entries)
Screens in order: Rat MKP-3 inhibitors | Hsp70 inhibitors
> O=C(NCCCO)C(=O)NCC1CCCO1 (configuration not stated)
→ 3% | .
> COc1ccccc1NC(=O)CCN1C(=O)S/C(=C/c2ccc(OC)c(OC)c2)C1=O
→ 3% | 0.9%
> CC(=O)c1ccc(N=Cc2c(O)n(-c3cc(Cl)ccc3N3CCOCC3)c(=O)c3ccccc23)cc1
→ . | -12%
> COc1ccc(-c2cc(-c3ccc(C)cc3)nc(N/N=C/c3cccnc3)n2)cc1OC
→ 0% | 1.1%
> COc1ccc(CNC(=O)CSc2cccc3cccnc23)cc1
→ 0% | 5.1%
> O=C1NN(c2ccccc2)C(=O)/C1=C/c1cccc(Br)c1
→ 4% | -0.4%
> COc1ccc(S(=O)(=O)Cc2ccc(C(=O)N3CCN(c4ccccn4)CC3)o2)cc1
→ -1% | -0.9%
> Cc1cc2c(=O)n(CC(=O)N3CCN(c4ccc(F)cc4)CC3)cnc2s1
→ 1% | 15%
> CCOC(=O)c1cc2n(c1N(C(C)=O)C(C)=O)-c1ccccc1C2=O
→ 0% | -0.9%
> Cn1c(C(=O)N2CCCC(C(=O)NCCCSC3CCCCC3)C2)cc2sccc21 (configuration not stated)
→ 10% | 2.6%
> CCCOc1cccc(C(=O)Nc2nc(-c3ccc(C)cc3)cs2)c1
→ 2% | -0.8%
> CCC(C)(C)n1nnnc1C(c1ccccn1)N1CCOCC1 (configuration not stated)
→ 1% | 0.5%
> Cc1cc(Cl)ccc1NC(=O)C(=O)N/N=C/c1ccccc1F
→ 0% | 1.5%
> COc1ccc2c(c1)-c1c(ssc1=S)C(C)(C)N2CC(=O)c1ccccc1
→ 0% | -1.1%
> Cc1nnc(SCC(=O)Nc2ccccc2)[nH]c1=O
→ . | 0.0%
> CC(C)(C)OC(=O)N1CCCC(C(=O)CC#N)C1 (configuration not stated)
→ -3% | -3.1%
> Cc1cc(Br)ccc1NC(=O)c1ccc(C)c([N+](=O)[O-])c1
→ -2% | 0.3%
> COc1c(Cl)cc(Cl)cc1/C=C(\C#N)c1nn(CCO)c(N)c1C#N
→ 2% | -7.6%
> Oc1ccc(Br)cc1C=Nc1cccc2ccccc12
→ 3% | 3.8%
> O=C1CC(N2CCN(C3CC(=O)N(c4ccc(F)cc4)C3=O)CC2)C(=O)N1c1ccc(F)cc1 (configuration not stated)
→ 0% | -0.1%
> CCOC(=O)c1sc(NC(=O)CSc2n[nH]c(-c3ccccc3)n2)c(C#N)c1C
→ 14% | 1.9%
> N#C/C(=C\c1cn(CC(=O)Nc2ccccc2)c2ccccc12)C(=O)NCc1ccccc1
→ 5% | -2.7%
> CCOC(=O)N1CCN(C(c2ccc(C)cc2)c2sc3nc(C)nn3c2O)CC1 (configuration not stated)
→ -1% | 1.0%
> O=C(Nc1ccc(N2CCOCC2)cc1)c1cccc2c(Br)cccc12
→ 2% | 4.8%
> Clc1ccc(-c2nn3c(-c4ccccc4)nnc3s2)cc1
→ 0% | 0.7%
> CC(=O)Nc1ccc(C(=O)CSc2nnc(Cn3nnc4ccccc43)n2C)cc1
→ -12% | 5.0%
> COc1ccc(CN2CCN(Cc3ccncc3)CC2)cc1Br
→ 3% | 0.2%
> CC(C)c1ccc(O)c(N)c1
→ -3% | 11%
> CCCC(=O)Nc1ccccc1-c1nnn(CC(=O)Nc2ccc(OCC)cc2)n1
→ 4% | -4.6%
> Cc1cc(C)c(NC(=O)COc2cccc(Br)c2)c(C)c1
→ 0% | -3.1%
> O=C1c2ccccc2C(Nc2ccc(-c3nc4ccccc4[nH]3)cc2)N1Cc1ccco1 (configuration not stated)
→ -4% | -0.7%
> COc1ccc(OC(C)C(=O)N2CCOCC2)cc1 (configuration not stated)
→ -5% | -1.5%
> COc1ccc(Cc2nnc(NC(=O)Cn3cnc4c3c(=O)n(C)c(=O)n4C)s2)cc1
→ . | 5.4%
> CC1=NNC(=O)C1C(c1ccc(F)cc1)C(C#N)C#N (configuration not stated)
→ . | -0.5%
> Cc1ccc2cc(CN(C(=O)c3ccncc3)C(C)C)c(=O)[nH]c2c1
→ -10% | -1.1%
> COc1ccc(NC(=O)N2CC(C)OC(C)C2)cc1OC (configuration not stated)
→ -1% | 0.6%
> O=[N+]([O-])c1ccc(OCCN2CCCCC2)cc1
→ -1% | 4.8%
> COc1cc2c(cc1OC)C(C)N(C(=O)Cn1ncc3c1-c1ccccc1OC3)CC2 (configuration not stated)
→ -1% | -1.0%
> COC(=O)c1cn(NC(=O)c2cc(OC)cc(OC)c2)c(=O)c2ccccc12
→ . | 0.9%
> O=C(CSc1cccc2cccnc12)Nc1nc(-c2ccccc2)cs1
→ 2% | -2.9%
> CC(=O)Nc1sc(NC(=O)c2ccc(C)cc2)nc1-c1cccs1
→ . | 4.9%
> Cc1csc(NC(=O)CSc2nc3ccccc3c(=O)[nH]2)n1
→ -1% | 0.0%
> CCN(CC)CCn1c(SCc2ccccc2)nc2ccccc21
→ 0% | 1.6%
> O=C1NC(=O)/C(=C\c2cc([N+](=O)[O-])ccc2Cl)S1
→ 0% | 6.3%
> O=C(/C=C/c1ccccc1)N1CCC(Cc2ccccc2)CC1
→ 0% | 4.6%
> O=C(COc1ccc(Cl)cc1)Nc1ccc2oc(-c3ccncc3)nc2c1
→ -15% | -6.6%
> Cc1cc(-n2c(C)cc(C=O)c2C)ccc1I
→ 2% | 1.9%
> COC(=O)Cc1ccc(NC(=O)c2ccc(Br)o2)cc1
→ -9% | -0.7%
> COc1ccc(OC)c(S(=O)(=O)N2CCC(Cc3ccccc3)CC2)c1
→ 2% | 5.0%
> O=C(NCCCNc1ccc([N+](=O)[O-])cc1)c1ccccc1Cl
→ -4% | -0.4%

Assay outcomes: PubChem, Sanford-Burnham Center for Chemical Genomics
